SUMO1 PPI mod: modulators of human SUMO1-mediated protein-protein interactions | SUMO1 binding to a labelled peptide, TR-FRET, 1 h | P63165 | actives 0.33% (n = 360,000) | inhibition, % at 20 µM; in the data active means inhibition above about 37%
Scp-1 inhibitor: inhibitors of human Scp-1 phosphatase. Q9GZU7. Recombinant Scp1, phosphopeptide, malachite green phosphate absorbance. inhibition, % at 20 µM. actives 0.88% (n = 340,000);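 active means inhibition above about 50% at 20 µM, limit read from the data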;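 further: plate controls were DMSO wells with enzyme for no effect and wells lacking enzyme for full effect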
Target sequence (Q9GZU7 76-261 limits assumed): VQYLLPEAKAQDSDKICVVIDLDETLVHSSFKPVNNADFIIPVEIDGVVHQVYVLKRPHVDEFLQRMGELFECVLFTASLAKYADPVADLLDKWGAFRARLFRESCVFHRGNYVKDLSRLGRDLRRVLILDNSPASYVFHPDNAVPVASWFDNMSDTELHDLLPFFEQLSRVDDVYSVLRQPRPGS
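Test system: SCP-1 catalytic domain; Buffer or medium: Acidic Tris acetate buffer with magnesium and detergent; Also added: Phosphorylated 17-residue peptide substrate; Compound: single 20 µM dose, 1% DMSO; Schedule: enzyme reaction 45 min at room temperature, colour 5 min, stabilisation 30 min; Signal: Phosphate-binding colour reagent, absorbance read at 630 nm.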
MT1-MMP act inh: inhibitors of human MT1-MMP activation | P50281 | GFP/RFP ratio change, % at 20 µM | HT1080 RFP-PRO-GFP cells, GFP/RFP ratio fluorescence, overnight; percent of plate control window, DMSO zero | actives 0.061% (n = 360,000);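 active means GFP/RFP ratio change of at least 30% with cell ATP level not reduced by more than half and red fluorescence within 50% of control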; further: strong numbers were not always called active
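Compound: 20 µM single dose, 1% DMSO / System: HT1080 RFP-PRO-GFP cells / Controls: DMSO and RFP-L50D-GFP cell wells / Read-out basis: GFP/RFP fluorescence ratio / Schedule: overnight compound exposure at 37 °C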
CendR NRP1 mod: modulators of CendR peptide binding to human neuropilin-1; actives 0.85% (n = 360,000); O14786; inhibition, % at 25 µM; FAM-RPARPAR peptide binding to NRP-1, fluorescence polarization;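 active means inhibition or corrected inhibition above about 18%, plus a signal ratio from 0.5 to 1.5, limit read from the data, passing the limit was not always enough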; further: strong numbers were not always called active
STEP block: blocks human striatal-enriched tyrosine phosphatase; actives 0.25% (n = 360,000); recombinant STEP, OMFP fluorogenic substrate, fluorescence; P54829; inhibition, % at 20 µM; AID 588621;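 active means inhibition at 20 µM, scaled per plate between control wells, above about 37%, limit read from the data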;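 further: 0% = DMSO with enzyme and substrate and 100% = substrate only without enzyme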
Target sequence (P54829 whole entry, looked up): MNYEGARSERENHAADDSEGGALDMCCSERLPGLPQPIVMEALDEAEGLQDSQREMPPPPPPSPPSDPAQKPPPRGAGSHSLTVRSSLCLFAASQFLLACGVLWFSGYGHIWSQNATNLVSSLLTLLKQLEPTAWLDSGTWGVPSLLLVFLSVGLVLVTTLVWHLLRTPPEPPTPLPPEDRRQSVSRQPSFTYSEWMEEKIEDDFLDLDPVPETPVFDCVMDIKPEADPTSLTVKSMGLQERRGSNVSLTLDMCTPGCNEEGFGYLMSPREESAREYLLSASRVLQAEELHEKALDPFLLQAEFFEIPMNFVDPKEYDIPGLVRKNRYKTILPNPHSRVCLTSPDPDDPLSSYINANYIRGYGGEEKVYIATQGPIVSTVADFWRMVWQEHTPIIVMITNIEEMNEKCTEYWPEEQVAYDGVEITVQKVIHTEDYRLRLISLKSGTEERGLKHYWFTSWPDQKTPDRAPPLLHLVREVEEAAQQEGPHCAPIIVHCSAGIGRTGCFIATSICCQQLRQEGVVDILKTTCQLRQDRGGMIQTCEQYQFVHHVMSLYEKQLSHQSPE
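Material: STEP (striatal-enriched tyrosine phosphatase) enzyme, cell-free; Compound dosing: 20 µM single dose in 1% DMSO; Technique: fluorescence read at 480 nm ex / 540 nm em; Times: reaction 20 min, ambient temperature; Medium: 50 mM Bis-Tris pH 6.0 with 2.5 mM DTT and 0.005% Tween 20; Also added: OMFP at 25 µM.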
Rpn11 block: inhibitors of human proteasome Rpn11. O00487. human 26S proteasome, Ub4-pepOG fluorescence polarization; 20S core pre-blocked with epoxomicin. calls only at 20 µM. actives 0.59% (n = 360,000);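 active means inhibition at 20 µM, scaled to each plate's controls, above about 33%, limit read from the data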
Target sequence (O00487 whole entry, looked up): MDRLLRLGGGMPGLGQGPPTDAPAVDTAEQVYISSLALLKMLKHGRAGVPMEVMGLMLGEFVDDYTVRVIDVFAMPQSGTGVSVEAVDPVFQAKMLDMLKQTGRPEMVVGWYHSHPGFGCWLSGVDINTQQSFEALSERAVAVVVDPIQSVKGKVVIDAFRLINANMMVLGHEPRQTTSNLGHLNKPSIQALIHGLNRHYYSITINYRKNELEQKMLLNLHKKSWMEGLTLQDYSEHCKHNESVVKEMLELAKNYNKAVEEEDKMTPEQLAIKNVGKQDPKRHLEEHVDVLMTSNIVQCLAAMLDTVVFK
SKN-1 block: inhibitors of C. elegans SKN-1; C. elegans VP596 Pgst-4::GFP/RFP ratio, acrylamide-induced, 24 h; inhibition, % at 21.8 µM; actives 0.49% (n = 360,000);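 active means interference check ratio from 0.5 to 1.5 plus GFP to RFP signal ratio inhibition reaching or exceeding a fixed threshold, cut at about 30% in these data, passing the limit was not always enough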; further: some compounds called inactive have numbers as strong as hits
LMPTP block: blocks human LMPTP phosphatase. P24666. recombinant LMPTP-A, OMFP fluorogenic substrate, fluorescence intensity. inhibition, % at 20 µM. actives 0.22% (n = 360,000);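 active means compounds that cut the enzyme signal by at least half of the control window in the single-dose screen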;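 further: plate controls were DMSO wells with enzyme plus substrate for no effect and substrate without enzyme for full effect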
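Test system: LMPTP-A, protein tyrosine phosphatase of low molecular weight; Input: 0.625 nM enzyme; Incubation: 50 min dark incubation at room temperature; Signal: endpoint fluorescence intensity from OMFP dephosphorylation; Read-out basis: % inhibition versus control wells.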
DNMT1 inh: blocks human DNA methyltransferase DNMT1; inhibition (reported as % activation of signal), % at 10 µM; P26358; DNMT1 molecular beacon, Hinp1I cleavage, fluorescence; actives 0.83% (n = 360,000); in the data active means inhibition above about 50%
NadD inh: inhibitors of Staphylococcus aureus NadD | AID 602399 | actives 0.78% (n = 360,000) | inhibition, % at 20 µM | purified NadD enzyme, colorimetric absorbance read-out; in the data active means inhibition above about 26%; further: some compounds past the cut are filed as inactive
* marks the source's active call; other numbers are inactive results; i = inactive; / = no result given; + = active, no number.

The line under a structure holds: SUMO1 PPI mod, Scp-1 inhibitor, MT1-MMP act inh, CendR NRP1 mod, STEP block, Rpn11 block, SKN-1 block, LMPTP block, DNMT1 inh, NadD inh
(1) O=C(NCC(=O)N1CCCC1)c1ccccc1F
→ 5, -5, 0, -10, -1, i, 11, -1.4, 1, -2
(2) C/C(=N\Nc1nnc(-c2ccccc2)c(-c2ccccc2)n1)c1cccc([N+](=O)[O-])c1
→ -7, 5, 6, 11, -2, i, 0, 3.6, 18, 33*
(3) CCC(C)c1ccc(Nc2ncccc2C#N)cc1 (stereo not given)
→ 1, 3, -4, 11, 2, i, 15, 2.6, -3, -3
(4) Cc1cccc(C)c1OCCSc1nc2ccccc2n1CC(=O)O
→ 1, 3, 4, 8, -2, i, 1, -2.1, 0, -4
(5) C[C@@H]1COC(=O)[C@H](Cc2ccc(F)cc2)CC/C=C/C[C@@H](CC(=O)N[C@@H](CO)Cc2ccccc2)C(=O)N1
→ 1, 0, -2, -1, -1, i, 3, 2.6, 22, -10
(6) O=c1oc2c3c4c(cc2s1)CCCN4CCC3
→ 9, 3, -53, 36*, 3, i, 6, 67*, 85*, 26
(7) Cc1cc(C)n2nc(C(=O)Nc3nnc(C4CC4)s3)nc2n1
→ -1, -10, 6, 0, -5, i, 5, -1.4, 4, -2
(8) O=C(CCCn1c(=O)c2ccccc2n(Cc2ccccc2)c1=O)NCc1ccco1
→ -1, -2, -2, 16, -1, i, -25, 0.3, 2, -6
(9) Cn1c(NC(=O)c2cc(Br)ccc2Cl)cc(=O)n(C)c1=O
→ 5, -9, -1, 14, 2, i, -2, -0.8, 0, 2
(10) Cn1c(=O)[nH]c(=O)c2c1nc(CN1CCN(c3cccc(Cl)c3)CC1)n2CCc1ccccc1
→ -1, 8, 2, -13, -2, i, 7, -0.1, -1, 2
(11) CC1=NN(C(=O)CSCc2ccccc2)C(O)(c2ccc(Cl)cc2)C1 (stereo not given)
→ 3, -7, -1, 3, 1, i, 13, 1.7, -1, -1
(12) CCOC(=O)N1CCN(C(=O)Cn2ccc3ccccc3c2=O)CC1
→ 1, 0, -2, 7, -2, i, -2, 0.8, -3, 4
(13) CSc1cccc(NC(=O)C2CCN(S(=O)(=O)c3ccc(F)cc3)CC2)c1
→ 4, -13, 2, -5, -2, i, 11, 0.2, -7, -13
(14) O=C(O)c1nc(N2CCCC2)ncc1Cl
→ 2, -9, 2, -6, 1, i, 3, -0.9, 3, 13
(15) O=C(CCc1c[nH]c2ccccc12)Nc1ncccc1O
→ -5, -13, 2, -7, 0, i, -5, -1.3, -3, -2
(16) CCCCNC(=O)C1CCN(S(=O)(=O)c2c(C)noc2/C=C\c2ccc(OC)cc2)CC1
→ -12, -9, 1, -4, 0, i, -12, 1.5, 4, 5
(17) COc1ccc(Br)cc1CNc1ccc(O)cc1
→ 3, -5, 52*, -6, -1, i, -4, 20, -25, 3
(18) O=C(NC1CCCC1)c1cc(Cl)ccc1[N+](=O)[O-]
→ -18, -10, 0, -9, 1, i, 2, -3.2, 4, -4
(19) Cc1nc(N2CCC(C(N)=O)CC2)c2c(-c3cccs3)csc2n1
→ -3, -4, -16, -12, 1, i, 5, -0.5, -4, 6
(20) COc1ccc(NC(=O)c2ccc(-n3c(C)ccc3C)cc2)c(OC)c1
→ 0, -5, 0, -12, 0, i, 1, 0.0, -7, 2
(21) O=C(O)CCc1nn2c3ccccc3nc2n(CCN2CCCCC2)c1=O
→ -3, 6, 3, 13, 3, i, -1, -0.5, 1, -4
(22) COC(=O)c1ccc2c(c1)C(NC(C)=O)CCc1cc(OC)c(OC)c(OC)c1-2 (stereo not given)
→ 0, -5, 23, -3, 2, i, -4, -0.2, -4, 0
(23) COc1ccc(CN2CCC(=O)NC2=O)cc1
→ -1, -6, -1, 14, -4, i, 9, -1.0, 4, -7
(24) O=C(Nc1ccc(S(=O)(=O)Nc2ncccn2)cc1)c1ccccc1Cl
→ 2, -10, -1, -4, -3, i, 10, -0.4, 2, -4
(25) Cc1cc(C)nc(SCC(=O)NN)n1
→ -3, -5, -4, 4, 3, i, -4, -1.2, 0, -1
(26) O=C(NC(=S)Nc1ccc(S(=O)(=O)N2CCCCC2)cc1)c1ccccc1
→ -3, -1, 3, 7, 7, i, -18, 3.5, 3, -6
(27) CCC(=O)OCC(=O)Nc1cc([N+](=O)[O-])ccc1OC
→ -14, 6, -2, -15, -1, i, 1, -0.8, -1, -1
(28) CCOc1ccc(Oc2ccccc2NC(=O)C2=COCCO2)cc1
→ 4, -15, 1, 4, 0, i, -7, 0.1, 3, -6
(29) COc1ccc(COC(=O)c2cccc(S(=O)(=O)N3CCN(C(C)=O)CC3)c2)cc1
→ 0, 1, -2, 1, 2, i, 15, -0.8, -1, 0
(30) S=c1[nH]nc(CCc2ccccc2)n1Cc1ccccc1
→ 3, -2, -1, 1, 2, i, 7, -0.7, -1, 8
(31) CCO[C@H]1OC(C(=O)NCc2ccccc2)=C[C@@H](C2CCCCC2)[C@@H]1CCCO
→ 1, -8, -1, -12, 4, i, -4, 0.2, -2, 2
(32) O=C(C[C@H]1CC[C@H]2[C@@H](COC[C@@H](O)CN2S(=O)(=O)c2ccccc2)O1)N[C@@H]1CCN(Cc2ccccc2)C1
→ -7, /, 2, 11, /, /, 5, -1.3, /, /
(33) O=C(Cn1nnc2ccccc21)Nc1ccc(Cl)cn1
→ -1, -9, -3, 5, 2, i, -15, 0.0, 2, -3
(34) CCOC(=O)c1cccc(-c2ccc(C=O)o2)c1
→ -20, 1, -1, -10, -3, i, -1, -0.3, 1, 0
(35) Cc1cccc2c(C(=O)Nc3ccc(Br)cc3)cc(-c3ccccn3)nc12
→ -2, 5, 3, -9, -5, i, 1, 1.6, 6, 9
(36) COc1ccc(S(=O)(=O)Nc2ccc(N3CCOCC3)cc2)cc1
→ 0, 9, 1, 9, 1, i, 1, -2.0, -12, -1
(37) CCOc1ccccc1NC(=S)N(CCOC)C1CCN(C(C)=O)CC1
→ 1, 1, 1, 9, -1, i, 1, -0.2, 1, 0
(38) CN(CC(=O)Nc1ccc(F)cc1)C(=O)COC(=O)c1ccc(-c2ccccc2)cc1
→ 5, 1, -2, -6, 0, i, -4, -0.2, 0, 3
(39) NC(=O)C1CCN(CC(=O)NC2CCCc3ccccc32)CC1 (stereo not given)
→ 4, -9, 3, 1, 1, i, 5, -0.2, 4, -2
(40) CC(C)(C)Nc1nc(Oc2ccc(=O)n(-c3ccccc3)n2)nc(N2CCOCC2)n1
→ -7, -2, 3, -1, -3, i, -11, -0.9, -4, -3
(41) Cc1ccc(NS(=O)(=O)c2cccc(C(=O)N3CCN(C(=O)c4ccco4)CC3)c2)cc1
→ 1, -2, 1, 0, 0, i, -1, 0.6, 4, 1
(42) O=C(NCCNCc1cccc(Cl)c1)c1ccco1
→ -17, -13, 2, -52, -1, i, 6, 5.7, 0, 18
(43) COc1ccc(N=C2O/C(=C/c3sc(=S)n(CC4CCCO4)c3O)N=C2C#N)cc1 (stereo not given)
→ -16, -1, 3, -132, 2, /, 15, 0.0, -14, -3
(44) C/C(Nc1ccc(Cl)cc1)=C(/C#N)C(N)=O
→ 3, -4, -1, -2, 4, i, 2, 0.5, 0, 3
(45) CC(C)c1ccc(NC(=S)NC2CCN(Cc3ccccc3)CC2)cc1
→ 1, 17, 2, -8, 5, i, 27, -2.7, 0, -8
(46) CCP(=O)(c1cccc([N+](=O)[O-])c1)c1cccc([N+](=O)[O-])c1
→ -23, -7, 0, 7, 0, i, -8, -1.4, 0, -6
(47) Cc1ccc(Oc2cc([N+](=O)[O-])cc3c2C(=O)Nc2ccccc2O3)cc1
→ 3, 27, -34, -70, 4, +, 15, 1.0, -5, 19
(48) O=C(O)c1n[nH]c2ccccc12
→ 2, -6, -2, 11, -2, i, 8, -1.6, 17, -2
(49) COc1ccc(/C=C(/C#N)C(=O)Nc2ccc(C)cc2C)cc1C(=O)O
→ -6, -2, 0, -2, -3, i, 6, 0.3, 1, 1
(50) Cc1cc(=O)[nH]c(NNC(=O)c2ccc(Cl)cc2)n1
→ 1, /, -5, -4, 7, i, 11, -1.2, 2, -4

Compound profiles, as listed above. Screens in order: SUMO1 PPI mod	Scp-1 inhibitor	MT1-MMP act inh	CendR NRP1 mod	STEP block	Rpn11 block	SKN-1 block	LMPTP block	DNMT1 inh	NadD inh
CCP(=O)(c1cccc([N+](=O)[O-])c1)c1cccc([N+](=O)[O-])c1 as listed: -23	-7	0	7	0	i	-8	-1.4	0	-6
COc1ccc(N=C2O/C(=C/c3sc(=S)n(CC4CCCO4)c3O)N=C2C#N)cc1 (stereo not given) as listed: -16	-1	3	-132	2	/	15	0.0	-14	-3
COc1ccc(/C=C(/C#N)C(=O)Nc2ccc(C)cc2C)cc1C(=O)O as listed: -6	-2	0	-2	-3	i	6	0.3	1	1
C/C(Nc1ccc(Cl)cc1)=C(/C#N)C(N)=O as listed: 3	-4	-1	-2	4	i	2	0.5	0	3

The listing picks up, repeating the three entries before the break.
The line under a structure holds: SUMO1 PPI mod, Scp-1 inhibitor, MT1-MMP act inh, CendR NRP1 mod, STEP block, Rpn11 block, SKN-1 block, LMPTP block, DNMT1 inh, NadD inh
(48) O=C(O)c1n[nH]c2ccccc12
→ 2, -6, -2, 11, -2, i, 8, -1.6, 17, -2
(49) COc1ccc(/C=C(/C#N)C(=O)Nc2ccc(C)cc2C)cc1C(=O)O
→ -6, -2, 0, -2, -3, i, 6, 0.3, 1, 1
(50) Cc1cc(=O)[nH]c(NNC(=O)c2ccc(Cl)cc2)n1
→ 1, /, -5, -4, 7, i, 11, -1.2, 2, -4
(51) COC(=O)c1ccc2c(=O)n(CCCN3CCOCC3)c(=S)[nH]c2c1
→ -1, 0, 0, -9, 2, i, 3, -1.6, 1, 0
(52) CCc1c(C)nc2cc(-c3ccc(OC)c(OC)c3)nn2c1NCC1CC1
→ 4, 7, -4, -6, -1, i, 6, 11, -6, -10
(53) CCN(c1cccc(C)c1)S(=O)(=O)c1ccc2c(c1)CCCN2C(C)=O
→ -1, -3, 2, 14, 0, i, -1, 0.8, 2, 5
(54) O=C(NCC1CCCO1)C1CCN(S(=O)(=O)c2cccc3cccnc23)CC1 (stereo not given)
→ 6, 6, 0, -7, 3, i, 2, -1.6, 2, 1
(55) O=C(NC1CCCCC1)c1ccc(-c2cn[nH]c2)c2ccoc12
→ 7, /, 2, -2, -2, i, 20, -6.3, 6, 0
(56) CN1C(=O)C(C)(C)c2cc(S(=O)(=O)NCC3CCC(C(=O)NCc4ccccc4)CC3)ccc21 (stereo not given)
→ 0, -13, 6, 5, -1, i, 12, -0.7, 2, 0

Screens (PubChem)
